# Source: PubChem BioAssay
# PI5P4Ka inh – qHTS for Inhibitors of phosphatidylinositol 5-phosphate 4-kinase (PI5P4K); PI5P4Kalpha enzyme, ADP-Glo luminescence, 60 min; active compounds read low; max response, %; 330,000 tested, 1.2% active; AID 652105, 2013; active = max response of -50% or lower; inconclusive = between -30% and -50%; inactive = -30% or higher; also: value at the top dose of about 77 µM; % is scaled to controls: 0 for no effect and ±100 for the full control effect
# Target sequence (P48426 whole entry, looked up): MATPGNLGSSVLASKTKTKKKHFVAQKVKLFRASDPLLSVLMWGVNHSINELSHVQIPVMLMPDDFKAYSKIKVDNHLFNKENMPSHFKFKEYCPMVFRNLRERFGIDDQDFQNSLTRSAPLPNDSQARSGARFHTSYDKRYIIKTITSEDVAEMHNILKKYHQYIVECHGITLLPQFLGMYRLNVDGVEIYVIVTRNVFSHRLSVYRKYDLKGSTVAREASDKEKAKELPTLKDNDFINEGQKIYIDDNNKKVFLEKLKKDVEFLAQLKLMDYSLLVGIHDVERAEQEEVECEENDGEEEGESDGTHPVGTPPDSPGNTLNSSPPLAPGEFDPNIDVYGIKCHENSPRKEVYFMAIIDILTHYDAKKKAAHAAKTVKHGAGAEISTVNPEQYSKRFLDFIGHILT
#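 Enzyme plus substrate dispensed, test compounds pinned in, then ATP (5 microM final) added. After 60 min at RT, ADP-Glo reagent 1 for 45 min and reagent 2 for 30 min preceded luminescence imaging.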
# GLP1R cytotox – qHTS of GLP-1 Receptor Inverse Agonists: Cytotox Screen. HEK293 cAMP-luciferase reporter cells, luminescence, 24 h. Potency, µM (titrated, usually from 38.3 µM), for the others: top-dose activity change, negative = inhibition, actives largely listed as inhibitors. 410,000 tested, 0.13% active. AID 624418, 2012;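 also: loss of luciferase light is scored as toxicity; potency is read from the fitted curve at half-maximal effect; % is scaled to controls: 0 for no effect and ±100 for the full control effect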
#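 Cells in DMEM/10% Nu serum/1% pen-strep, 1536-well format. Pre-incubated 12 h, dosed with 23 nL compound, incubated a further 24 h. Luciferase detection, 12 min at room temp, luminescence.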
# GLP1R ag – qHTS of GLP-1 Receptor Agonists; Glucagon-like peptide 1 receptor (Homo sapiens), P43220; HEK293 GLP-1R CRE-luciferase, luminescence, 4-6 h; cells express a hypersensitive GLP-1R form; Potency, µM (highest dose often 45.6 µM), for inactives: at the highest dose activation, usual class: activators; 380,000 tested, 0.007% active; AID 624172, 2012; also: potency is read from the fitted curve at half-maximal effect; % of control where 0% means no effect
# Target sequence (P43220 whole entry, looked up): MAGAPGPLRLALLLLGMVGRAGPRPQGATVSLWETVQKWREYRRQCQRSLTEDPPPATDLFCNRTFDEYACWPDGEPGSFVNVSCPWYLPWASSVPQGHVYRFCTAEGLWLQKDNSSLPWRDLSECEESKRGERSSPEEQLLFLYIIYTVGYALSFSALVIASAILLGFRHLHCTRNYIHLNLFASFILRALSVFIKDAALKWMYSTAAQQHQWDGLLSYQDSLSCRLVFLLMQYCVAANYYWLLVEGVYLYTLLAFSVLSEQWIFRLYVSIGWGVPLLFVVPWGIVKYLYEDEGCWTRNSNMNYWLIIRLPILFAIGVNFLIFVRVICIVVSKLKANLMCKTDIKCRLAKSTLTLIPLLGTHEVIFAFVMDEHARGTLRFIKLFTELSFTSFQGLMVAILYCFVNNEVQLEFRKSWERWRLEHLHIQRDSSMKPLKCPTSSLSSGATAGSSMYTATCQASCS
# GLP1R inv ag – qHTS of GLP-1 Receptor Inverse Agonists (Inhibition Mode). HEK293 GLP-1R CRE-luciferase, luminescence, 24 h; GLP-1R form is constitutively active. Glucagon-like peptide 1 receptor (Homo sapiens), P43220. Potency, µM (doses to about 38.3 µM), for inactives: at the top dose activity change, negative = inhibition, hits mostly inhibitors. 410,000 tested, 1.6% active. AID 624417, 2012; also: potency is read from the fitted curve at half-maximal effect; % is scaled to controls: 0 for no effect and ±100 for the full control effect; nearly all actives have a fitted effect of over 55% in size
#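 Inverse agonists were sought by their lowering of basal cAMP reporter luciferase output in HEK293 cells stably carrying constitutively active human GLP-1R, after 24 h compound treatment.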
# IL2 activator – qHTS of IL-2 Activators | IL-2 activation reporter assay, cell-based qHTS; stimulated with anti-CD3/CD4/CD28 beads; in transgenic mouse T cells | activation, % (series mostly up to about 46 µM) | 360,000 tested, 0.065% active; in the data active = activation above about 50%; inconclusive = mostly about 30% to 49%; also: 0% is about no effect
#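 First, unstimulated transgenic mouse T cells were exposed to compound for 60 min. Next, anti-CD3/anti-CD4-coated beads with anti-CD28 were added. Finally, after 18 h at 37 degrees C, EGFP and DsRed were imaged.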
# EPAC1 agonist – qHTS for Agonist of cAMP-regulated guanine nucleotide exchange factor 3 (EPAC1): primary screen; Rap guanine nucleotide exchange factor 3 (Homo sapiens), O95398; EPAC1 agonist qHTS, biochemical assay; response scale: 100% = response to 6.5 mM cAMP; Potency, µM (titrated, usually from 154 µM), inactives show at the top dose activation, hits mostly activators; 360,000 tested, 0.073% active; also: potency is read from the fitted curve at half-maximal effect; nearly all actives have a fitted effect of over 60% in size
#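 Nucleotide exchange assay: 100 nM EPAC1 with 250 nM Rap1B loaded with BODIPY-GDP and 50 uM GDP, room temperature. Fluorescence (480/540 nm) read every 5 min for 30 min; signal change normalized to 6.5 mM cAMP as full agonist.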
# PLK1 PBD block – qHTS for Inhibitors of PLK1-PDB (polo-like kinase 1 - polo-box domain): Primary Screen; Serine/threonine-protein kinase PLK1 (Homo sapiens), P53350; Plk1 PBD binding of FITC phosphopeptide, fluorescence polarization; Potency, µM, for the others: max response, negative = inhibition, usual class: inhibitors; 360,000 tested, 2.8% active; AID 720504, 2013; also: potency is read from the fitted curve at half-maximal effect; series mostly up to about 57 µM; % is scaled to controls: 0 for no effect and ±100 for the full control effect; nearly all actives have a fitted effect of over 65% in size
# PTHR1 agonist – qHTS for PTHR1 Agonists: Primary Screen; 410,000 tested, 0.075% active; Parathyroid hormone/parathyroid hormone-related peptide receptor (Homo sapiens), Q03431; Potency, µM (doses to about 115 µM), for the others: top-dose activation, actives largely listed as activators; HEK293 GP2 PTHR1 cells, GloSensor cAMP luminescence, 1 h; also: potency is read from the fitted curve at half-maximal effect; nearly all actives have a fitted effect of over 55% in size; some results filed as inactive show a strong effect at the top dose; inactives centre near -15; many of its hits are not listed in these tables
#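 HEK-293-derived GP2 cells expressing PTHR1 and a GloSensor cAMP reporter, 3,000/well, plated overnight, given luciferin plus IBMX (each 0.5 mM as added) for 1 h at 37 °C, then compound for 1 h at 37 °C. Luminescence was read after 15 min at room temperature.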
# EPAC1 antag – qHTS for Antagonist of cAMP-regulated guanine nucleotide exchange factor 3 (EPAC1): primary screen. EPAC1 GEF assay, Rap1b-BODIPY-GDP exchange fluorescence. Potency, µM (highest dose often 115 µM), for inactives: top-dose activity change, negative = inhibition, most hits filed as inhibitors. Rap guanine nucleotide exchange factor 3 (Homo sapiens), O95398. 360,000 tested, 0.14% active;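 also: potency is read from the fitted curve at half-maximal effect; plate controls were vehicle for no effect and positive control for full effect; nearly all actives have a fitted effect of over 50% in size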
# An asterisk follows results filed as active; i = inactive; ? = inconclusive; / = not tested or not shown; [ ] = dose if it differs, or a comment. Unless noted, calls follow the shape of the dose curve; as a rule, active = well fitted curve in the direction sought with a large enough effect; inconclusive = small, poorly fitted or top-dose-only effect, or another doubt; inactive = no such curve, though single readings can be large; an effect the other way counts as inactive or inconclusive. This is a subset; count on the stated rates, not on these rows.
# Abbreviations: A = PI5P4Ka inh; B = GLP1R cytotox; C = GLP1R ag; D = GLP1R inv ag; E = IL2 activator; F = EPAC1 agonist; G = PLK1 PBD block; H = PTHR1 agonist; I = EPAC1 antag
COc1ccc(C)cc1-n1c(SCC(=O)NCC2CCCO2)nc2c([nH]c3ccccc32)c1=O (configuration not stated)
  A: 4 | B: -18% | C: 1% | D: 14% | E: 5.4 | F: -3% | G: -3% | H: i | I: -28%

CNc1ccc(C(=O)OCC(=O)NC(=O)NC2CCCCC2)cc1[N+](=O)[O-]
  A: -1 | B: -1% | C: 10% | D: 6% | E: 2.8 | F: -5% | G: -6% | H: -12% | I: 6%

COc1ccc(COC(=O)NNC(=O)c2ccc(OC)cc2)cc1
  A: / | B: 3% | C: 1% | D: 5% | E: -1.2 | F: 8% | G: -7% | H: 10%[57.5 µM] | I: 10%

O=[N+]([O-])c1ccc2c(c1)oc1ccccc12
  A: / | B: -3% | C: -12% | D: 54%[activator] | E: -1.8 | F: 1% | G: -6% | H: i | I: -8%

CCOC(=O)c1[nH]c2c(c1C)C(=O)CC(c1ccc(F)cc1)C2 (configuration not stated)
  A: -16 | B: -11% | C: -4% | D: ? | E: -2.5 | F: -8% | G: 1% | H: -7% | I: -14%

Cc1nn(-c2ccccc2)c(C)c1S(=O)(=O)O
  A: -4 | B: 16% | C: -1% | D: 15% | E: 0.4 | F: -2% | G: -4% | H: -1% | I: 3%

CCCN1CNC(=S)N(Cc2ccccc2)C1
  A: -1 | B: 7% | C: -8% | D: -6% | E: -2.5 | F: 6% | G: -14% | H: i | I: 5%

CCOc1ccccc1NC(=O)CN1CCN(C(=O)C2CCCO2)CC1 (configuration not stated)
  A: 1 | B: -1% | C: 5% | D: 6% | E: -2.9 | F: -13% | G: -11% | H: i | I: -13%

CCOC(=O)N1CCC(N2CCCC(C(=O)c3cccc(OC(C)C)c3)C2)CC1 (configuration not stated)
  A: -1 | B: 7% | C: 12% | D: ? | E: -0.3 | F: -2% | G: -8% | H: -12% | I: -2%

CCc1cc2cc(C(=O)Nc3ccc(F)cc3)sc2s1
  A: -4 | B: -9% | C: -11% | D: 0% | E: -1.6 | F: -2% | G: -15% | H: -7%[57.5 µM] | I: -5%

CC1(C)Cc2nc(N)c(C(=O)NCCO)cc2CO1
  A: 2 | B: -1% | C: 1% | D: -7% | E: -1.4 | F: 4% | G: -5% | H: -13% | I: 5%

O=[N+]([O-])c1ccc(N2CCN(S(=O)(=O)c3cnc[nH]3)CC2)cc1
  A: 1 | B: -26% | C: 4% | D: 3% | E: -1.2 | F: 1% | G: -11% | H: -24% | I: 2%

Clc1ccccc1-c1nnc2sc(C3COc4ccccc4O3)nn12 (configuration not stated)
  A: / | B: 3% | C: -1% | D: -4% | E: 1.3 | F: 13% | G: ? | H: i | I: -13%

CCOC(=O)c1c(C)nc2ccccc2c1-c1ccccc1
  A: -1 | B: -2%[1.53 µM] | C: 10% | D: ? | E: -0.7 | F: -2% | G: -6% | H: -11% | I: -5%

O=C(CN(C(=O)Cn1nnc(-c2ccc(F)cc2)n1)C1CCCC1)NC1CCCC1
  A: / | B: -7% | C: -9% | D: -3% | E: -2.0 | F: 6% | G: -6% | H: -6%[57.5 µM] | I: 3%

COc1ccccc1N1CCN(c2nc3c(C)cccn3c(=O)c2C=O)CC1
  A: / | B: -19% | C: 18% | D: 0% | E: 1.5 | F: -3% | G: -4% | H: i | I: 13%

CC(=O)Nc1ccc2c(=O)n(-c3ccccc3)sc2c1
  A: -105* | B: 2% | C: 9% | D: 6% | E: 0.7 | F: 2% | G: 2.4µM* | H: -2% | I: -5%

O=C(Cc1ccccc1Cl)NC1(O)C(=O)c2ccccc2C1=O
  A: 2 | B: -4% | C: 1% | D: -16% | E: 1.9 | F: -8% | G: -23% | H: 3% | I: -18%

O=C(Cn1cnc2cc([N+](=O)[O-])ccc2c1=O)NCc1ccc(Cl)cc1
  A: 1 | B: 0% | C: 1% | D: ? | E: -0.5 | F: 5% | G: -3% | H: i | I: 15%

CCC(C)NCCCOc1ccc(C)cc1OC (configuration not stated)
  A: -5 | B: 13% | C: -3% | D: -22% | E: 1.3 | F: 4% | G: -16% | H: -22% | I: -13%

CC1=Nc2cc(C(=O)O)ccc2Sc2c(C)ccc(C)c21
  A: -1 | B: -6% | C: -2% | D: 19% | E: -4.6 | F: 7% | G: -18% | H: i | I: -1%

COc1nc(-c2ccccc2)nnc1-c1ccccc1
  A: 4 | B: 8% | C: 12% | D: -17% | E: 1.4 | F: 18% | G: -5% | H: -17% | I: -3%

O=C(Nc1ccccc1Cl)c1cc(C2CCCN(C(=O)c3ccccc3)C2)on1 (configuration not stated)
  A: 10 | B: 2% | C: -1% | D: ? | E: -0.3 | F: 4% | G: 5% | H: i | I: -2%

O=c1[nH]c2ccccc2nc1C(F)(F)F
  A: 0 | B: -10% | C: 12% | D: -4% | E: -0.5 | F: 6% | G: -9% | H: i | I: 10%

N#Cc1c(Cn2cncn2)nc(=O)n(-c2ccccc2)c1N
  A: 0 | B: -5% | C: 6% | D: 26% | E: 2.6 | F: 1% | G: -16% | H: i | I: -12%

CCCCC(NC(=O)Cc1c(C)c2cc3c4c(oc3c(C)c2oc1=O)CCCC4)C(=O)O (configuration not stated)
  A: -4 | B: 5% | C: -1% | D: 10% | E: -4.3 | F: 0% | G: -9% | H: -12% | I: 0%

Cc1nc2ccccc2c(=O)n1NC(=O)c1ccccc1
  A: 1 | B: 10% | C: -3% | D: -2% | E: 0.8 | F: 6% | G: -4% | H: i | I: -18%

O=C(NC1CCCCCC1)c1cccnc1Sc1ccc(Cl)cc1
  A: 0 | B: 53%[activator] | C: 6% | D: -1% | E: 1.9 | F: -15% | G: -6% | H: i | I: ?

COc1ccc(CNC(=O)C(=O)NCc2ccncc2)cc1
  A: 2 | B: 17% | C: 5% | D: -2% | E: -6.0 | F: -2% | G: -4% | H: -18% | I: 1%

CC(C)(C)C(=O)CSc1nccc(=O)[nH]1
  A: / | B: -9% | C: -4% | D: 1% | E: 0.4 | F: -7% | G: -2% | H: i | I: 8%

CCOC(=O)c1[nH]c2ccc(OC)cc2c1NC(=O)CN1CCC2(CC1)OCCO2
  A: 1 | B: 8% | C: 0% | D: 38%[activator] | E: -2.2 | F: 0% | G: -8% | H: -14% | I: -7%

Cc1ccc(S(=O)(=O)Nc2ccc3c(c2)nc(CCN2CCCCC2)n3C)cc1
  A: 6 | B: -22% | C: 8% | D: -48% | E: -0.3 | F: 9% | G: -7% | H: i | I: -7%

Cn1ccc2cc(-c3ccc4ncnc(NCc5cccs5)c4c3)ccc21
  A: / | B: / | C: 11% | D: / | E: -4.5 | F: -4% | G: / | H: -85%[inhibitor] | I: -14%

CCNC(=O)C1(C)CCN(C(=O)c2cccc(C#N)c2)C1 (configuration not stated)
  A: 10 | B: -7% | C: 5% | D: 6% | E: -0.3 | F: 14% | G: -4% | H: -1% | I: 5%

CCOC(=O)N1CCN(C(=O)C(c2ccccc2)c2ccccc2)CC1
  A: 1 | B: 4% | C: -4% | D: -2% | E: -3.4 | F: 4% | G: -8% | H: i | I: 9%

CCC(=O)Nc1cc(C)c(OC)c(C)c1
  A: -1 | B: 4% | C: 2% | D: 7% | E: 6.8 | F: 7% | G: -12% | H: ? | I: 13%

COc1ccc(/C=C/C(=O)NCc2cnn(C)c2C)cc1COc1ccc(Br)cc1
  A: / | B: -19% | C: 10% | D: -13% | E: -2.2 | F: 7% | G: 4% | H: -3%[57.5 µM] | I: -5%

COc1cc(-c2cc(C(=O)Nc3cccc(C(C)=O)c3)c3ccccc3n2)cc(OC)c1OC
  A: 4 | B: -15% | C: 6% | D: ? | E: -3.5 | F: 14% | G: -8% | H: i | I: ?

Cc1ccc(/C(O)=C2/C(=O)C(=O)N(CCN3CCOCC3)C2c2cccs2)cc1 (configuration not stated)
  A: 3 | B: -5% | C: 0% | D: 4% | E: 0.0 | F: 1% | G: -3% | H: 20% | I: -7%

CCN1CCN(C(=O)C2COc3ccccc3O2)CC1 (configuration not stated)
  A: 7 | B: -2% | C: 0% | D: -12% | E: -4.2 | F: 3% | G: 0% | H: ? | I: 11%

Cc1ccc(SC(C)C(=O)NCc2ccc(F)cc2)cc1 (configuration not stated)
  A: 2 | B: 2% | C: 4% | D: 26% | E: -2.1 | F: 6% | G: -10% | H: 27% | I: 9%

CCC(Cc1ccccc1)NS(=O)(=O)c1ccc2c(c1)NC(=O)C(C)S2 (configuration not stated)
  A: 1 | B: -9% | C: -2% | D: ? | E: 3.3 | F: 5% | G: -16% | H: -37%[inhibitor] | I: -10%

O=C(/C=C/c1ccco1)OCn1nnc2ccccc2c1=O
  A: 3 | B: -4% | C: 1% | D: 14% | E: -0.4 | F: 3% | G: -8% | H: i | I: 5%

# Structures shown so far containing a COOH group, in the order listed:
# Abbreviations: A = PI5P4Ka inh; B = GLP1R cytotox; C = GLP1R ag; D = GLP1R inv ag; E = IL2 activator; F = EPAC1 agonist; G = PLK1 PBD block; H = PTHR1 agonist; I = EPAC1 antag
CC1=Nc2cc(C(=O)O)ccc2Sc2c(C)ccc(C)c21
  A: -1 | B: -6% | C: -2% | D: 19% | E: -4.6 | F: 7% | G: -18% | H: i | I: -1%

CCCCC(NC(=O)Cc1c(C)c2cc3c4c(oc3c(C)c2oc1=O)CCCC4)C(=O)O (configuration not stated)
  A: -4 | B: 5% | C: -1% | D: 10% | E: -4.3 | F: 0% | G: -9% | H: -12% | I: 0%
